Screening results as filed in PubChem BioAssay.
TRHR ag: activates the human TRH receptor | 360,000 tested, 0.18% active | activation, % at 2 µM | TRHR cells, calcium flux fluo-8, FDSS agonist mode | P34981; in the data active = activation above about 30%; also: 0% is about no effect
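TRHR-expressing cells loaded with fluo-8 calcium dye; 23 nL library compound pin-transferred, kinetic FDSS fluorescence (Ex 480/Em 530) recorded about 180 s for agonist-induced calcium release, before a 10 nM TRH EC20 addition for potentiator mode.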
POLB inh: inhibitors of human DNA polymerase beta; Pol beta primer extension/strand displacement, fluorescence kinetic; P06746; Potency, µM (highest dose often 114 µM), without a hit: at the top dose activity change, negative = inhibition, actives largely listed as inhibitors; 340,000 tested, 1.3% active; AID 485314; also: potency is read from the fitted curve at half-maximal effect; % is scaled to controls: 0 for no effect and ±100 for the full control effect
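Homogeneous kinetic assay of primer extension and strand displacement by 10 nM Pol beta, preincubated 15 min at room temperature with compound before 50 nM substrate (final) was added. Read at 0 and 10 min; four-parameter Hill fit.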
ERG Ets-DNA blk: blocks human ERG Ets domain binding to DNA; fluorescence polarization, His-ERG Ets domain / labelled DNA; Potency, µM (highest dose often 76.9 µM), without a hit: top-dose FP activity, negative = inhibition, most hits filed as inhibitors; 370,000 tested, 0.028% active; active = well fitted inhibition curve with a large enough effect in the polarisation, with a control signal flat; inconclusive = small, poorly fitted or top-dose-only effect, or effect the other way, or a change in a side signal; inactive = no such curve, though single readings can be large or run the other way; the % refers to the polarisation;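 also: polarization taken with two DNA probes labelled with fluorescein and Texas red; potency is read from the fitted curve at half-maximal effect; % of control where 0% means no effect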
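His-tagged ERG Ets domain (1 uM in the protein solution; 300mM KCl, 50mM Tris-HCl, 1mM EDTA, 1mM DTT, pH 7.5) received compound, then a probe mix of 5 nM fluorescein-DNA and 100nM Texas-615-DNA. Fluorescence polarization was read for both dyes.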
POLK inh: inhibitors of human DNA polymerase kappa. Q9UBT6. purified Pol kappa, fluorescent DNA synthesis assay, 10 min. Potency, µM (doses to about 107 µM), without a hit: at the top dose activity, negative = inhibition, usual class: inhibitors. 400,000 tested, 0.53% active. AID 588579; also: potency is read from the fitted curve at half-maximal effect; % is scaled to controls: 0 for no effect and ±100 for the full control effect
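Kinetic fluorescence readout at 0 and 10 min followed reaction start with substrate at 50 nM final. Beforehand, enzyme (10 nM Pol kappa) stood 15 min with compound at room temperature; buffer-only wells were negative controls.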
12-LOX inh: ALOX12 (human) lipoxygenase inhibition | 580,000 tested, 1.1% active | P18054 | Potency, µM (top dose mostly 108 µM), for the others: top-dose activity change, negative = inhibition, actives largely listed as inhibitors | purified 12hLO, xylenol orange hydroperoxide absorbance; also: potency is read from the fitted curve at half-maximal effect; % is scaled to controls: 0 for no effect and ±100 for the full control effect
Target sequence (P18054 whole entry, looked up): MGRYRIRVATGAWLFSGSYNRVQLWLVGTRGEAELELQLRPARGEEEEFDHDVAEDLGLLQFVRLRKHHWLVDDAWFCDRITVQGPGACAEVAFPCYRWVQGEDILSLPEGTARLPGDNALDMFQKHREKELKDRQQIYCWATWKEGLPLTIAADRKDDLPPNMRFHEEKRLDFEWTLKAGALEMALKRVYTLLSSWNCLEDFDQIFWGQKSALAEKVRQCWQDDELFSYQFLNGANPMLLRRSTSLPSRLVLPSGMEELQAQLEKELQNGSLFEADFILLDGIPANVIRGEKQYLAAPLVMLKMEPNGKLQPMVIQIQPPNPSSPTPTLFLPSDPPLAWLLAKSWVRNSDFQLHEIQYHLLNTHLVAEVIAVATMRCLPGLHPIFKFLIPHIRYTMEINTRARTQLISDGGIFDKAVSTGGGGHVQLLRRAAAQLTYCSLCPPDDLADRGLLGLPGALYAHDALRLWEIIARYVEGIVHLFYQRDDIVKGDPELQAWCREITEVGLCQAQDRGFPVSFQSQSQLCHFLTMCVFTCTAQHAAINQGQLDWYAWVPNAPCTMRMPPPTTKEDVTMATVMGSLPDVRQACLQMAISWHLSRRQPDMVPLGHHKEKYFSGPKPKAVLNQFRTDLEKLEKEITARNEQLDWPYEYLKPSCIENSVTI
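Hydroperoxide product was detected by ferrous iron/xylenol orange as the 573 to 405 nm absorbance ratio. Arachidonic acid at 40 uM (final) was turned over for 30 min at room temperature by 150 nM human 12hLO, pH 7.0 Hepes buffer, after 15 min compound preincubation.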
Anesthetic bind: candidate novel general anesthetic via apoferritin binding; 350,000 tested, 0.074% active; apoferritin/1-aminoanthracene competitive binding, fluorescence; P02791; Potency, µM (highest dose often 77.5 µM), for inactives: top-dose activity change, negative = displacement, actives largely listed as inhibitors; also: potency is read from the fitted curve at half-maximal effect; % is scaled to controls: 0 for no effect and ±100 for the full control effect; nearly all actives have a fitted effect of over 20% in size
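Concentration-response curves derived by four-parameter Hill fitting of normalized fluorescence, where compounds displaced 1-AMA from 10 uM horse apoferritin following a brief 10 min room-temperature incubation; propofol titration acted as positive control.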
APE1 inh: APE1 (human) endonuclease inhibition. P27695. recombinant APE1, TAMRA/BHQ-2 abasic DNA cleavage fluorescence. Potency, µM (top dose mostly 65.8 µM), inactives show at the highest dose activity change, negative = inhibition, usual class: inhibitors. 350,000 tested, 0.35% active. AID 2517;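 also: potency is read from the fitted curve at half-maximal effect; plate controls were vehicle for no effect and reference inhibitor for full effect; nearly all actives have a fitted effect of over 55% in size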
Target sequence (P27695 whole entry, looked up): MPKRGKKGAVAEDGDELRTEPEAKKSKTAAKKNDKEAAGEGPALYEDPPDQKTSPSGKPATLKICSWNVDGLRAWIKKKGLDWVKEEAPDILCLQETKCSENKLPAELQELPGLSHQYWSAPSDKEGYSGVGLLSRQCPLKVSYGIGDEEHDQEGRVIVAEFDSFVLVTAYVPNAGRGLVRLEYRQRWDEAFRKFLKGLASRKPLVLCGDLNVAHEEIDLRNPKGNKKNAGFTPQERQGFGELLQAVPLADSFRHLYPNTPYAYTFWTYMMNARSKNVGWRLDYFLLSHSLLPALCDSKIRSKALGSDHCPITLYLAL
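Compound pre-exposure to 0.75 nM APE1, 15 min at ambient temperature. Reaction initiated with 50 nM TAMRA/BHQ-2 THF substrate, read immediately in kinetic mode, 525 nm excitation, 598 nm emission.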
Pol iota inh: blocks human DNA polymerase iota activity. Q9UNA4. Pol iota fluorescent replication assay, 10 min. Potency, µM (top dose mostly 115 µM), for inactives: top-dose activity, negative = inhibition, actives largely listed as inhibitors. 390,000 tested, 1% active. AID 588590; also: potency is read from the fitted curve at half-maximal effect
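Pol iota at 10 nM preincubated 15 min with compounds at room temperature; reaction started with fluorescent substrate, 50 nM final. Fluorescence read kinetically at 0 and 10 min; buffer-only wells as negative control.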
BLM inh: Bloom syndrome helicase (human) inhibition; 350,000 tested, 0.2% active; recombinant BLM DNA unwinding, fluorescence dequenching; AID 2528; Potency, µM (titrated, usually from 56.1 µM), without a hit: top-dose activity change, negative = inhibition, most hits filed as inhibitors;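 also: potency is read from the fitted curve at half-maximal effect; plate controls were vehicle for no effect and no enzyme for full effect; nearly all actives have a fitted effect of over 35% in size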
Numbers without * were called inactive; [ ] = another dose, or the depositor's remark. Unless noted, calls follow the shape of the dose curve; as a rule, active = well fitted curve in the direction sought with a large enough effect; inconclusive = small, poorly fitted or top-dose-only effect, or another doubt; inactive = no such curve, though single readings can be large; an effect the other way counts as inactive or inconclusive. Only part of the results is shown (hit frequency here may not be typical).

Cc1cccc(C)c1NC(=O)c1cccc2c1C(=O)N(C1CCCCC1)C2 was read as TRHR ag -0.3, POLB inh -8.1%, ERG Ets-DNA blk 3.4%, POLK inh -3.2%, Anesthetic bind -23.9%, APE1 inh -8.4%, Pol iota inh 14.0% and BLM inh -10.3%.
Screening CCCCCC(=O)N1c2ccccc2C(C)(c2ccccc2)CC1(C)C (stereo not drawn) returned TRHR ag -1.9, POLB inh 4.3%, ERG Ets-DNA blk 5.7%, POLK inh -8.2%, 12-LOX inh -5.5%, Anesthetic bind -4.2%, Pol iota inh -13.1% and BLM inh -4.3%.
`OC(CNCc1ccco1)Cn1c2ccccc2c2ccccc21` (stereo not drawn) gave TRHR ag 0.5, POLB inh 20.0%, ERG Ets-DNA blk -2.4%, POLK inh -18.3%, 12-LOX inh 2.8%, Anesthetic bind -20.1%, APE1 inh -2.9%, Pol iota inh 1.1% and BLM inh -4.7%.
Screening O=C1NC(c2cccnc2)C(C(=O)c2cccs2)C(O)(C(F)(F)F)N1 (stereo not drawn) returned TRHR ag 0.6, POLB inh inconclusive, ERG Ets-DNA blk 0.8%, POLK inh -4.7%, 12-LOX inh 15.0%, Anesthetic bind 5.0%, APE1 inh -1.6%, Pol iota inh 7.7% and BLM inh -3.9%.
Screening CCC(C)NC(=O)CSc1nc2cc(S(=O)(=O)N3CCOCC3)ccc2n1CC (stereo not drawn) returned TRHR ag 0.5, ERG Ets-DNA blk -1.9%, POLK inh -4.6%, 12-LOX inh -10.4%, APE1 inh 18.7% and Pol iota inh 27.9%.
Screening COc1ccc(OC)c(S(=O)(=O)NC(C)c2cnn(-c3ccccn3)c2C)c1 (stereo not drawn) returned TRHR ag -1.5, POLB inh 4.3%, ERG Ets-DNA blk 7.9%, POLK inh -3.8%, 12-LOX inh -3.8%, Anesthetic bind -7.0%, APE1 inh 59.1%[activator], Pol iota inh 15.7% and BLM inh 0.1%.
`Cc1nn(C(C)C(=O)NCCCN2CCCCC2C)c(=O)c2c1sc1ccccc12` (stereo not drawn) gave TRHR ag 0.2, POLB inh 25.0%, ERG Ets-DNA blk -4.1%, POLK inh -6.7%, 12-LOX inh -14.1%, Anesthetic bind -13.7%, APE1 inh 19.2%, Pol iota inh 4.2% and BLM inh -4.4%.
COc1ccc2c(CNCc3ccco3)c(C(=O)O)n(Cc3cccc(F)c3)c2c1 was read as TRHR ag -0.3, POLB inh 3.2%, ERG Ets-DNA blk 4.9%, POLK inh -15.2%, 12-LOX inh -17.2%, Anesthetic bind -1.5%, Pol iota inh 19.4% and BLM inh 0.8%.
Cc1nc(C)n(CC(C)C(=O)N2CCN(S(=O)(=O)c3ccc(Cl)cc3)CC2)n1 (stereo not drawn) was read as TRHR ag -0.2, POLB inh inconclusive, ERG Ets-DNA blk 7.9%, POLK inh -16.9%, 12-LOX inh 18.0%, Anesthetic bind -5.2%, APE1 inh 33.4%, Pol iota inh 12.7% and BLM inh -2.7%.
CC(C)(C)NC(=S)NCc1cccnc1 was read as POLB inh 3.6%, ERG Ets-DNA blk -2.1%, POLK inh -3.2%, 12-LOX inh 16.0%, Anesthetic bind -0.6%, APE1 inh 4.7%, Pol iota inh inconclusive and BLM inh -3.0%.
Screening Cc1cccc2cc(C#N)c(SCc3nnc(-c4ccccc4[N+](=O)[O-])o3)nc12 returned TRHR ag -3.4, POLB inh -4.3%, ERG Ets-DNA blk -15.2%, POLK inh -17.5%, 12-LOX inh -2.1%, Anesthetic bind 4.2%, APE1 inh 0.6%, Pol iota inh -11.9% and BLM inh -7.0%.
`Cc1ccc2[nH]c(=O)c(CNC(C)C)cc2c1` gave TRHR ag -0.9, POLB inh 3.1%, ERG Ets-DNA blk 2.7%, POLK inh 0.6%, 12-LOX inh -3.4%, Anesthetic bind 6.7%, APE1 inh 14.1%, Pol iota inh 17.9% and BLM inh -1.6%.
For CO/N=C/c1ccc(Oc2ccc(C)cc2)c([N+](=O)[O-])c1 the results were TRHR ag 0.7, POLB inh 15.2%, ERG Ets-DNA blk 1.9%, POLK inh 2.2%, 12-LOX inh -5.3%, Anesthetic bind -20.2%, APE1 inh -8.8%, Pol iota inh 86.4%[activator] and BLM inh -12.1%.
`CC(C)CCNC(=O)c1c[nH]c2ccc(S(=O)(=O)Nc3cccc(C(F)(F)F)c3)cc2c1=O` gave TRHR ag 0.2, POLB inh -17.3%, ERG Ets-DNA blk 8.7%, POLK inh -7.9%[60.1 µM], 12-LOX inh inconclusive, Anesthetic bind inconclusive, Pol iota inh inconclusive and BLM inh -5.7%.
O=C(O)CC(NC(=O)C12CC3CC(CC(C3)C1)C2)c1ccc(F)cc1 (stereo not drawn) was read as TRHR ag 1.0, POLB inh -0.6%, ERG Ets-DNA blk -0.4%, POLK inh 17.5%, 12-LOX inh 3.5%, Anesthetic bind 6.8%, APE1 inh 6.1%, Pol iota inh 3.0% and BLM inh -1.8%.
`CCOc1cc2c(cc1OCC)C(c1ccccc1)N(c1ccccc1)C(=O)C2` (stereo not drawn) gave TRHR ag -0.6, POLB inh -2.0%, ERG Ets-DNA blk 9.4%, POLK inh -9.8%, 12-LOX inh -0.8%, Anesthetic bind 0.6%, APE1 inh -6.8%, Pol iota inh 121.2%[activator] and BLM inh -2.2%.
Cc1cc(O)c(-c2cc(C(=O)Nc3cccnc3)[nH]n2)cc1C was read as TRHR ag 1.1, POLB inh 5.0%, ERG Ets-DNA blk -7.2%, POLK inh -11.5%, 12-LOX inh 13.6%, Anesthetic bind 1.6%, APE1 inh 1.3%, Pol iota inh -25.8% and BLM inh -5.1%.
`CC(=O)c1ccc(NC(=O)c2ccc3nc(C)sc3c2)cc1` gave TRHR ag -0.3, POLB inh -0.1%, ERG Ets-DNA blk -3.1%, POLK inh 7.2%, 12-LOX inh -0.6%, Anesthetic bind -11.7%, APE1 inh 63.0%[activator], Pol iota inh 23.7% and BLM inh -3.1%.
C=CCN1C(=O)c2ccc(C(=O)N3CCN(c4ccccc4OC)CC3)cc2C1=O was read as TRHR ag -0.1, ERG Ets-DNA blk -8.1%, POLK inh -4.9%, 12-LOX inh 4.8%, APE1 inh 30.9% and Pol iota inh 30.2%[activator].
CC(=O)NCC(=O)NC(C(=O)Nc1ccc2c(c1)OCCO2)c1ccc(C)cc1 (stereo not drawn) was read as TRHR ag -0.1, POLB inh 55.6%, ERG Ets-DNA blk 7.0%, POLK inh 0.4%, 12-LOX inh 20.2%, Anesthetic bind -7.8%, APE1 inh 11.1%, Pol iota inh -4.2% and BLM inh -0.8%.
`Cc1nnc(C)n1/N=C/c1ccc(O)cc1` gave TRHR ag 0.2, POLB inh 24.8%, ERG Ets-DNA blk 8.7%, POLK inh 0.2%, 12-LOX inh -3.6%, Anesthetic bind -10.7%, APE1 inh -5.2%, Pol iota inh 9.4% and BLM inh -1.2%.
O=C(CSCc1ccc(Cl)cc1)Nc1ccccc1C(=O)N1CCOCC1 was read as TRHR ag -0.4, POLB inh 5.5%, ERG Ets-DNA blk 0.4%, POLK inh -18.2%, 12-LOX inh 4.7%, Anesthetic bind -6.0%, APE1 inh -4.3%, Pol iota inh 16.5% and BLM inh 3.5%.
O=C(CCN1C(=O)/C(=C/c2ccccc2Cl)SC1=S)NC1CCS(=O)(=O)C1 (stereo not drawn) was read as TRHR ag -0.4, POLB inh inconclusive, ERG Ets-DNA blk 3.8%, POLK inh -1.2%, 12-LOX inh -24.8%, Anesthetic bind -7.1%, APE1 inh 4.1%, Pol iota inh inconclusive and BLM inh -5.4%.
`COc1ccc(-n2c(CCc3ccccc3)nnc2SCC(=O)c2ccccc2)cc1` gave TRHR ag -0.3, POLB inh -22.6%, POLK inh -16.5%, 12-LOX inh -13.8%, Anesthetic bind -16.7%, APE1 inh -4.6%, Pol iota inh 11.0% and BLM inh -6.3%.
For COc1ccc(-c2nc3c(n2O)CCC/C3=N\O)cc1 the results were TRHR ag 0.3, POLB inh 7.0%, ERG Ets-DNA blk -3.2%, POLK inh -7.7%, 12-LOX inh -21.5%, Anesthetic bind -4.7%, APE1 inh -4.0%, Pol iota inh 39.4%[activator] and BLM inh -3.3%.
Screening CCN1C[C@@H]2[C@@H]3C(=O)N(Cc4ccccc4)C(=O)[C@@H]3[C@](Cc3ccccc3)(C(=O)OC)N2C1=NCc1ccccc1 returned ERG Ets-DNA blk 11.0%, POLK inh -13.7%, 12-LOX inh inconclusive and Pol iota inh -2.9%.
Screening CC1(C)CC(=O)C2=C(C1)Oc1ncn(CCO)c(=N)c1C2c1ccccc1 (stereo not drawn) returned TRHR ag 0.0, POLB inh 81.8%, ERG Ets-DNA blk -1.8%, POLK inh 1.6%, 12-LOX inh 385.4%[activator], Anesthetic bind -14.4%, APE1 inh 0.1%, Pol iota inh 2.8% and BLM inh 2.6%.
Screening COc1ccc(N2CCN(CC(=O)Nc3ccc(C)c(C)c3)CC2)cc1 returned TRHR ag -0.2, POLB inh 13.2%, ERG Ets-DNA blk -2.3%, POLK inh -15.3%, 12-LOX inh -4.2%, Anesthetic bind -2.1%, APE1 inh -1.5%, Pol iota inh -1.8% and BLM inh -2.1%.
Screening COc1ccc(/C(O)=C2/C(=O)C(=O)N(CCN3CCNCC3)C2c2cccc([N+](=O)[O-])c2)cc1 (stereo not drawn) returned TRHR ag 0.2, POLB inh -4.0%, ERG Ets-DNA blk 3.9%, POLK inh -3.8%, 12-LOX inh inconclusive, Anesthetic bind -12.4%, APE1 inh 14.0%, Pol iota inh 25.7% and BLM inh -2.7%.
Screening Cc1ccc(-c2nnc(CCC(=O)NCC3C4CC5CC(C4)CC3C5)o2)s1 (stereo not drawn) returned TRHR ag -0.4, POLB inh 8.0%, ERG Ets-DNA blk 1.7%, POLK inh -5.6%, 12-LOX inh 4.9%, Anesthetic bind inconclusive, APE1 inh 5.1%, Pol iota inh 27.1% and BLM inh -3.0%.
